Bioassay records: PubChem, Broad Institute
Wnt bcat act – activators of Wnt/beta-catenin signaling; Wnt/beta-catenin reporter cell assay, activator, plate reader; activation, % at 9.35 µM; 300,000 tested, 1.2% active; AID 743398; in the data active means activation above about 30%, passing the limit was not always enough;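 further: 0% = neutral control wells and 100% = positive control wells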
Starred values were filed as active, the others as inactive.

SMILES | Wnt bcat act
Cc1ccccc1-c1ccc2c(c1)[C@@H]1C[C@H](N(C)S(=O)(=O)c3ccc(Cl)cc3)[C@H]([C@H](C)O)CN1CC2 | -2.2
COc1ccc(-c2nc3ccc(Cl)cn3c2Cc2ccc(C)cc2)cc1OC | 7.8
COC(=O)[C@]12CCCCC=C1N(Cc1ccc(Cl)cc1Cl)C(=O)[C@H](CC(=O)N1CCC(c3ccccc3)CC1)C2 | -3.7
CC(C)(C)S(=O)N1Cc2cc(C(=O)NCc3ccc4c(c3)OCO4)nc(-c3cccc(-c4ccccc4)c3)c2[C@@H]1CCO (some centres undefined) | -1.7
COc1ccccc1-c1sc2ccccc2c1-c1cnc(N2CCOCC2)nc1 | 2.4
COC(=O)C1=C(C)N(Cc2ccccc2C(F)(F)F)C(=NCc2cc(OC)c(OC)c(OC)c2)NC1c1cccc(Cl)c1 (centres undefined) | -3.9
O=C1NC[C@@H](CCCCN2C[C@H](Cc3ccccc3)N(CCC3CCCCC3)C(=O)C2=O)N(CCc2ccc(O)cc2)C1=O | -1.3
COc1ccc(-c2cc3c(c4c2ccn4C)C2CCC3C2)cc1F (centres undefined) | -2.2
CCCCCCCCN1C(=O)[C@H](CC(=O)NCc2ccccc2)C[C@@]2(C(=O)OC)CCCCC=C12 | -2.2
O=S1(=O)CCSC[C@@H](CN2CCOCC2)N1 | -1.2
COC(=O)C1=C(C)N(C)C(=NCc2ccc3c(c2)OCO3)NC1c1ccccc1 (centres undefined) | -0.5
O=C1c2ccccc2C(c2nc3ccccc3[nH]2)N1Cc1ccco1 (centres undefined) | -1.3
CCN(CC)C(=O)C1CCCN(Cc2cccc(Cl)c2)C1 (centres undefined) | -0.8
CCCCn1nnnc1C(c1ccnc2ccccc12)N1CCN(C/C=C/c2ccccc2)CC1 (centres undefined) | -1.7
COc1ccc(NC(=O)N(C)[C@H]2C[C@H]3c4[nH]c5c(-c6ccccc6)cccc5c4CCN3C(=O)[C@H]2[C@H](C)O)cc1 | 1.4
COc1ccc(S(=O)(=O)N2CCCc3nc(-c4ccc(F)cc4)ccc32)cc1 | -7.4
O=S1(=O)N[C@H](Cc2ccccc2)COc2cccc(NCCO)c21 | -1.9
COC[C@H]1CCCN1c1ccc2c(c1)O[C@@H](COCc1ccccc1)CN([C@H](C)c1ccccc1)S2(=O)=O | -3.8
CCCCCn1c(C)c(CC(=O)Nc2ccc(Oc3cccnc3)c(C)c2)c2ccccc21 | 0.1
COc1ccc(Cn2cc(CN3CC(N4CCN(Cc5ccccc5F)CC4)CS3(=O)=O)nn2)cc1 (centres undefined) | -2.7
COc1cccc(C(C(=O)NCc2ccccc2)N2CCN(CCN3CCOCC3)CC2)c1OC (centres undefined) | -1.6
Cc1cccc(C)c1-n1nnnc1C1(C)CCC(=O)N1Cc1ccc(F)cc1 (centres undefined) | -2.5
Cn1ccc2c(N3CCOCC3)cc3c(c21)C1CCC3O1 (centres undefined) | -0.6
O=C(C[C@H]1C=C[C@@H](NC(=O)Cc2cccnc2)[C@@H](CO)O1)NCc1ccc2c(c1)OCO2 | -0.7
CCCCc1c(-c2ccccc2OC)ncn1C1CCCCC1 | 1.1
Nc1[nH]c(C(=O)c2ccccc2)c(-c2ccc(Br)cc2)c1C(=O)NC1CC1 | -2.8
COc1ccccc1C(=O)N1CCC2CCNC2C1 (centres undefined) | -1.2
C[C@H]([C@@H](O)[C@@H](O)[C@@H](C)C(C)(C)C)[C@H]1CC[C@H]2C3CC[C@H]4C[C@H](OS(=O)(=O)O)[C@@H](OS(=O)(=O)O)C[C@]4(C)[C@H]3CC[C@]12C (some centres undefined) | -0.6
COC(=O)[C@]12CCCCC=C1N(Cc1ccc(Cl)cc1Cl)C(=O)[C@H](CC(=O)N1CCOCC1)C2 | 4.2
COC(=O)N1C[C@H](OCCCOCc2ccccc2)[C@H]2C[C@@H]1c1ccccc1O2 | -4.0
O=C(NC1CCCCC1)C(c1ccc(-c2ccccc2)cc1)n1c(=O)c(-c2ccco2)nc2ccccc21 (centres undefined) | -3.2
CC[C@@H]1Cc2[nH][nH]c(=O)c2[C@@H](c2ccc(Cl)cc2)O1 | -3.2
C[C@H]1COc2cccc(N3CCSCC3)c2S(=O)(=O)N1 | 0.3
CC1(C)OC2CC3C4CCC5=CC(=O)C=CC5(C)C4(F)C(O)CC3(C)C2(C(=O)CO)O1 (centres undefined) | 0.7
COc1ccccc1-c1ccc2c(c1)[C@@H]1C[C@H]3[C@@H](CN1CC2)[C@H](C)ON3C | 2.9
C[C@H](NC(=O)C[C@@H]1C=C[C@@H](NC(=O)CN2CCOCC2)[C@@H](CO)O1)c1ccccc1 | -1.0
COc1ccc2c(c1)CO[C@]21O[C@H](CCO)C[C@H](O)[C@H]1O | -1.4
COc1cc(OC)cc(C2=Cc3ccc(OC)cc3C(CC(C)=O)N2c2ccc(C#CC3(N)CCCCC3)cc2)c1 (centres undefined) | -15.1
CN(Cc1ccc(Cl)c(Cl)c1)C(C(=O)NCc1ccccc1)c1ccco1 (centres undefined) | -5.2
CCOC(=O)[C@]12CCC=C1N(Cc1ccc(Cl)cc1Cl)C(=O)[C@H](CC(=O)NCc1cccc(C(F)(F)F)c1)C2 | -8.5
CCCN(CCC)Cc1cc(=O)oc2ccc3ccccc3c12 | -1.9
Cc1cc2nc(C3CCCCC3)c(Cc3ccccc3)n2c(C)c1Br | -8.8
COC(=O)C1=C(C)N(Cc2ccccc2C(F)(F)F)C(=NCc2ccc(C(F)(F)F)cc2)NC1c1cccc(C(F)(F)F)c1 (centres undefined) | -18.3
CCCCc1c(-c2ccccc2OC)ncn1CCc1ccccc1Cl | -4.7
O=C1NC[C@H](Cc2ccccc2)N(C[C@@H]2CCCN2C[C@H](Cc2ccccc2)N2C[C@H](Cc3ccccc3)N(CCc3ccccc3)C(=O)C2=O)C1=O | -3.9
COCCNC(=O)C1C(=O)Nc2ccccc2C(=O)N1Cc1ccccc1 (centres undefined) | 2.2
CCOC1=C2CN(S(=O)(=O)c3ccc(C)cc3)C(c3ccccc3)CC2N(S(=O)(=O)c2ccc(C)cc2)C(c2ccc(Br)cc2)C1 (centres undefined) | -5.9
COc1cccc(-c2oc3c(c2C(=O)OCCN2CCCCC2)C(O)CCC3)c1 (centres undefined) | 13.5
CC(C)C[C@H]1CN(CCCC[C@@H]2CNC(=O)C(=O)N2Cc2ccccc2)C(=O)C(=O)N1CCc1ccc(O)cc1 | -2.4
COC(=O)[C@]12CCCCC=C1N(Cc1ccc(Cl)cc1Cl)C(=O)[C@H](CC(=O)NCc1ccc(OC)c(OC)c1)C2 | -1.9
COC(=O)C1=CN(c2ccc(F)cc2)C(N)=C(C#N)C1c1cccc(OC)c1OC (centres undefined) | -3.2
COc1ccc(NC(=O)C(c2ccncc2)n2c(=O)c(-c3ccco3)nc3ccccc32)cc1 (centres undefined) | 10.5
COc1ccc(CN2C(=O)C(CC(=O)NC3CCCC3)CC(C(=O)N3CCOCC3)=C2C)cc1 (centres undefined) | -0.9
COc1ccc(Cc2c(C3CCCCC3)nc3c4ccccc4ccn23)c(C)c1 | -1.3
Cc1cccc(COC[C@H](Cc2ccccc2)N2CCN(C(=O)c3cc(Cl)cc(Cl)c3)CCC2=O)c1 | -3.6
Cc1occc1C(=O)n1nnc2ccccc21 | -3.5
CC(=O)CC1c2cc(F)ccc2C=C(c2ccsc2)N1c1ccc(C#Cc2cncn2C)cc1 (centres undefined) | -0.3
Cc1ccc(S(=O)(=O)N2CCC(=O)N([C@H](COCc3ccc(C(F)(F)F)cc3)Cc3ccccc3)CC2)cc1 | -2.7
COc1ccc(CCNC(=O)Nc2ccc3nc([C@@H]4O[C@H](CO)[C@@H](O)[C@H](O)[C@H]4O)[nH]c3c2)cc1Br | -4.0
COc1ncc(-c2cccc3nccn23)c(OC)n1 | -1.0
The listing continues:
SMILES | Wnt bcat act
O=C1c2ccccc2S(=O)(=O)c2cc(N3CCN(c4ccccc4)CC3)ccc21 | 2.3
O=C(NCc1ccccc1)C(c1ccncc1)n1c(=O)c(-c2ccco2)nc2ccccc21 (centres undefined) | 7.0
N#Cc1ccc(-c2nc3c(Cl)cc(C(F)(F)F)cn3c2Cc2ccsc2)cc1 | 0.5
C=CCCC(=O)N1C[C@@H](CO)[C@@H](NC)C[C@H]1c1ccccc1Br | -1.2
O=C1Cn2nnc(-c3ccccc3)c2C2c3cc(Br)ccc3CCN12 (centres undefined) | -2.4
CCOC(=O)[C@]12CCC=C1N(CCC1=CCCCC1)C(=O)[C@H](CC(=O)NCCCOC)C2 | -2.2
C#CCOCCOCCOCCNc1nc(N2CCN(C(=O)[C@H](CCC(=O)O)n3cc(C(N)Cc4ccc(O)cc4)nn3)CC2)nc(N2CCN(C(=O)[C@H](CCC(=O)O)n3cc(C(N)Cc4ccc(O)cc4)nn3)CC2)n1 (some centres undefined) | 5.4
COc1cc(OC)cc(-c2c(Sc3ccccc3)c3cc(-c4ccc(OC)c(F)c4)ccc3n2C)c1 | -1.8
CC1=C(C(=O)N2CCCCCC2)CC(CC(=O)NCc2ccco2)C(=O)N1Cc1ccccc1 (centres undefined) | -1.4
COc1cc(F)ccc1Oc1cccc2c1S(=O)(=O)N(C1CC1)C[C@@H](COCc1ccccc1)O2 | -0.9
CCCCCNC(=O)C(c1ccccc1)n1c(=O)c(-c2cc3ccccc3[nH]2)nc2ccccc21 (centres undefined) | 2.0
Nc1[nH]c(C(=O)c2ccccc2)c(-c2cccc3ccccc23)c1C(=O)c1ccc(Br)cc1 | -2.6
CC1=C(C(=O)OCc2ccccc2)C(c2ccc(Br)cc2)NC(=O)N1CCCC(=O)O (centres undefined) | -1.1
COc1ccccc1C(=O)N1O[C@]23C=C[C@]14C[C@@H](O)CC[C@]4(C)C2CC[C@]1(C)[C@@H]([C@H](C)/C=C/[C@H](C)C(C)C)CC[C@H]13 (some centres undefined) | -2.6
C[C@H](O)[C@@H]1CN2CCc3c([nH]c4ccccc34)[C@@H]2C[C@@H]1N(C)C(=O)c1ccco1 | -0.1
CC(C)C[C@H](NC(=O)c1ccco1)C(=O)N1CCC[C@H]1C(=O)NCc1ccccc1 | 1.5
CC(C)NC(=O)OC[C@@H]1CSCCS(=O)(=O)N1 | -1.8
COCCN1C(=O)CCC1(C)C(=O)Nc1ccc2c(c1)OCCO2 (centres undefined) | -0.7
CC(C)C[C@H]1CN(CCCC[C@@H]2CNC(=O)C(=O)N2CC2CCCCC2)C(=O)C(=O)N1CCc1ccc(O)cc1 | 1.3
CC(C)(C)Cc1c(-c2cccc(Br)c2)nc2ccc(Br)cn12 | 3.7
COC(=O)C[C@@H]1CC[C@@H](NS(=O)(=O)c2ccc(OC)cc2)[C@@H](CO)O1 | 1.5
CC(=O)NC(c1cccs1)c1cc(Br)c2cccnc2c1O (centres undefined) | -2.7
COC(=O)[C@H](NC(=O)c1cc(-c2ccccc2)sc1N)C(C)C | 3.2
CC(C)NC(=O)C1(C)CSCC(=O)N1CCOc1ccccc1 (centres undefined) | -0.6
CN(Cc1ccccc1)C(=O)[C@@H]1CCCN1C(=O)[C@@H]1CCCN1C(=O)c1cccc(Cl)c1 | -0.8
COC(=O)[C@]12C[C@H](CC(=O)NCc3cccs3)C(=O)N(Cc3ccccc3)C1=C[C@H](C(C)C)O[C@@H]2C1CC1 | -2.3
COCC1OC(OC(C)C(O)c2cnc3nc(N)[nH]c(=O)c3n2)C(O)C(OC)C1O (centres undefined) | -1.3
O=C1NC[C@H](CCCCN2C[C@H](Cc3ccccc3)N(CCc3ccc(O)cc3)C(=O)C2=O)N(CCC2CCCCC2)C1=O | -1.7
CC(=O)c1ccc(S(=O)(=O)NCC2CCN(C(=O)C(=O)c3cccs3)CC2)cc1 | -0.9
Cc1cccc(CN2CCN(C3CN(Cc4ccccc4)S(=O)(=O)C3)CC2)c1 (centres undefined) | -1.6

Random excerpt: 5 compounds from above.
SMILES | Wnt bcat act
CC(C)NC(=O)C1(C)CSCC(=O)N1CCOc1ccccc1 (centres undefined) | -0.6
CN(Cc1ccccc1)C(=O)[C@@H]1CCCN1C(=O)[C@@H]1CCCN1C(=O)c1cccc(Cl)c1 | -0.8
Cc1cccc(CN2CCN(C3CN(Cc4ccccc4)S(=O)(=O)C3)CC2)c1 (centres undefined) | -1.6
COC(=O)[C@]12C[C@H](CC(=O)NCc3cccs3)C(=O)N(Cc3ccccc3)C1=C[C@H](C(C)C)O[C@@H]2C1CC1 | -2.3
CC(C)C[C@H](NC(=O)c1ccco1)C(=O)N1CCC[C@H]1C(=O)NCc1ccccc1 | 1.5

More entries.
SMILES | Wnt bcat act
CCOC(=O)c1ccc(-n2cnc(-c3ccc([N+](=O)[O-])cc3)c2)cc1 | -1.4
CC1=C(C(=O)N(C(C)C)C(C)C)CC(CC(=O)NCCCCc2ccccc2)C(=O)N1Cc1ccc(C(C)(C)C)cc1 (centres undefined) | -2.9
O=C(/C=C(\Nc1cccc(F)c1)c1ccccc1)c1ccccc1 | 15.0
Cc1cccc(C)c1NC(=O)C(c1ccc(-c2ccccc2)cc1)n1c(=O)c(-c2cc3ccccc3[nH]2)nc2ccccc21 (centres undefined) | -3.5
CCc1c(C2CC2)ncn1Cc1cccc(-c2ccccc2)c1 | -6.4
CSCCC(C(=O)Nc1c(C)cccc1C)N1CCN(c2ccc(C(F)(F)F)cn2)CC1 (centres undefined) | -2.9
CC(C)(C)OC(=O)Nc1ccccc1-n1nnnc1C(C(=O)c1ccc(F)cc1)N1CCOCC1 (centres undefined) | -0.2
Cc1cc(C)n2c(Nc3ccc4c(c3)OCCO4)c(-c3ccccn3)nc2n1 | 0.4

An excerpt from above in order of count of non-hydrogen atoms, high to low:
SMILES | Wnt bcat act
CSCCC(C(=O)Nc1c(C)cccc1C)N1CCN(c2ccc(C(F)(F)F)cn2)CC1 (centres undefined) | -2.9
Cc1cc(C)n2c(Nc3ccc4c(c3)OCCO4)c(-c3ccccn3)nc2n1 | 0.4
CCOC(=O)c1ccc(-n2cnc(-c3ccc([N+](=O)[O-])cc3)c2)cc1 | -1.4
O=C(/C=C(\Nc1cccc(F)c1)c1ccccc1)c1ccccc1 | 15.0
CCc1c(C2CC2)ncn1Cc1cccc(-c2ccccc2)c1 | -6.4

A portion of the library; count on the stated rates, not on these rows.
